Assay outcomes: PubChem BioAssay, several laboratories
MazEF act: increases E. coli MazEF RNase cleavage of RNA; P0AE70; FAM/BHQ RNA-DNA oligo cleavage fluorescence, 5 h; activation, % at 20 µM; actives 0.32% (n = 350,000); in the data active = activation above about 50%
Target sequence (P0AE70 whole entry, looked up): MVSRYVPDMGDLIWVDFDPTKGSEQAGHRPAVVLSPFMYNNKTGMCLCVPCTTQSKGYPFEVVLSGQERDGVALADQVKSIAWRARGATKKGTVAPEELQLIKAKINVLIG
UGM FP inh: blocks M. tuberculosis UGM enzyme; inhibition, % at 10 µM; purified UGM, fluorescence polarization probe displacement; P9WIQ1; actives 0.06% (n = 320,000); in the data active = inhibition above about 10%, passing the limit was not always enough
GDH-TPI inh: counter-screen for M. tuberculosis FBA inhibitors: GDH-TPI coupled enzymes; GDH-TPI coupled enzyme counterscreen, NADH absorbance; inhibition, % at 4.8 µM; actives 1.2% (n = 360,000); AID 588335; in the data active = inhibition above about 30%;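 also: 0% = DMSO wells and 100% = wells lacking the enzyme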
DUSP3 inh: inhibitors of human VHR1 phosphatase (DUSP3); actives 0.52% (n = 290,000); recombinant VHR phosphatase, pNPP absorbance; AID 1654; inhibition, % at 13.3 µM; P51452; in the data active = inhibition above about 50%; also: some compounds called inactive have numbers as strong as hits
Mtb FBA inh: inhibits M. tuberculosis FBA enzyme | P9WQA3 | purified M. tuberculosis FBA, fluorescence read-out | actives 2.3% (n = 360,000) | inhibition, % at 1 µM; in the data active = inhibition above about 27%;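 also: 0% = vehicle and 100% = reference inhibitor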
Target sequence (P9WQA3 whole entry, looked up): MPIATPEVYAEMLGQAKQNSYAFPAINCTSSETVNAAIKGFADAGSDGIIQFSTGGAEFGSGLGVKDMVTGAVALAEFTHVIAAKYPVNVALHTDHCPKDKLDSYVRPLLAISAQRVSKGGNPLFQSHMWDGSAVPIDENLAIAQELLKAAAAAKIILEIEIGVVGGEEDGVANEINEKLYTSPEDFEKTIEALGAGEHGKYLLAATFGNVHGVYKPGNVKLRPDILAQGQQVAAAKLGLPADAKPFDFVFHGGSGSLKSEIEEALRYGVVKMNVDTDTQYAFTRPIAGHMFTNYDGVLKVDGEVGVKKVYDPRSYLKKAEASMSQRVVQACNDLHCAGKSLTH
Mtb BioA inh: BioA (M. tuberculosis) enzyme inhibition; purified M. tuberculosis BioA enzyme, plate reader; inhibition, % at 9.99 µM; actives 0.096% (n = 360,000); AID 602481; in the data active = inhibition above about 40%
Rv3671c inh: inhibits the M. tuberculosis serine protease Rv3671c; P9WHR9; inhibition, % at 5.96 µM; actives 0.048% (n = 320,000); AID 2606; in the data active = inhibition above about 38%;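 also: extracellular domain of Rv3671c used as enzyme; 0% = enzyme with DMSO and 100% = no enzyme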
Target sequence (P9WHR9 whole entry, looked up, the tested form may be a part): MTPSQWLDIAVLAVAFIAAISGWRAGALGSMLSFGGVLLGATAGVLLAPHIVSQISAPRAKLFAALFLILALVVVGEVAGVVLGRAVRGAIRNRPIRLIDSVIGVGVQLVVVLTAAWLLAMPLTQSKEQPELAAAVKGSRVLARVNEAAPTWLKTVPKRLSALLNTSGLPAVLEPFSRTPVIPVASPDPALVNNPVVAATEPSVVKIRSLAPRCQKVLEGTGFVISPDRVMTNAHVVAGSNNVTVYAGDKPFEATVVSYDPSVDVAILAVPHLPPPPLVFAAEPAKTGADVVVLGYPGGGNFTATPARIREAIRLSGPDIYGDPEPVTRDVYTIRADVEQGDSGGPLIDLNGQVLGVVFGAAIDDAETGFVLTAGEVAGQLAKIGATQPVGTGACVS
3CLpro inhibitor: SARS-CoV 3CLpro protease inhibition; P0C6X7; recombinant SARS-CoV 3CLpro, quenched FRET peptide cleavage; inhibition, % at 6 µM; actives 0.14% (n = 290,000); in the data active = inhibition above about 12%
SSB-PriA inh: K. pneumoniae PriA-SSBct interaction inhibition; AlphaScreen SSBct-PriA binding, biotinylated peptide; inhibition, % at 33 µM; actives 0.6% (n = 430,000); AID 1272365; in the data active = inhibition mostly above about 37%, no sharp cut-off; inactive = mostly below about 20%;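 also: plate controls were negative control peptide for no effect and reference peptide for full effect; strong numbers were not always called active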
Vc quorum ag: inducers of Vibrio cholerae quorum light production without autoinducers; V. cholerae BH1578 lux reporter, luminescence, 6 h; activation, % at 18.7 µM; actives 0.16% (n = 350,000); in the data active = activation mostly above about 9.7%, no sharp cut-off; also: not every result past the cut was called active; inactives centre near 0; reference of the scale not given here
An asterisk follows results filed as active; i = inactive; . = not tested or not shown.

No.	SMILES	MazEF act	UGM FP inh	GDH-TPI inh	DUSP3 inh	Mtb FBA inh	Mtb BioA inh	Rv3671c inh	3CLpro inhibitor	SSB-PriA inh	Vc quorum ag
1	Cc1cc(C(=O)N2CCC2(C)C(=O)NCC(C)(C)C)nn1C (centres undefined)	.	.	7	.	-1	-1.5	.	.	.	-0.4
2	COc1ccccc1N(C)S(=O)(=O)c1ccc(C(=O)OCC(=O)N2CCCCCC2)cc1	5	3.2	-7	5	-1	.	4	3	-13	i
3	O=C1CCc2cc(S(=O)(=O)NC(Cc3ccccc3)C(=O)N3CCN(c4ccccn4)CC3)ccc2N1 (centres undefined)	-12	4.7	5	18	4	.	4	-1	-2	-0.5
4	COc1ccc2c(c1OC)C(=O)OC2N1C(=O)CC[C@H]1C(=O)Nc1ccc(F)cc1F (some centres undefined)	4	-0.2	4	9	2	-0.2	-3	-3	-9	-0.6
5	O=C(NCCc1ccccc1)Nc1ccc2c(c1)OCO2	6	-1.1	6	36	-1	.	6	5	-11	-0.2
6	Cc1nc2ccccc2c(=O)n1NC(=O)C1CC1C (centres undefined)	-4	0.0	7	14	-2	.	11	-6	-3	3.7
7	CCN(CC)S(=O)(=O)c1ccc(OC)c(NC(=O)c2ccc3c(c2)OCO3)c1	5	0.6	2	24	2	.	1	8	4	-0.2
8	O=C(NCc1ccco1)c1cccc(S(=O)(=O)N2CCOCC2)c1	-4	-1.4	-12	6	0	-0.7	-1	-1	2	i
9	O=C(O)c1cccc(N=NN2CCOCC2)c1	1	0.7	10	8	5	.	7	1	-10	-0.2
10	COc1ccc(/C=N\NC(=O)c2sccc2C)cc1Cn1nc(C)cc1C	10	0.1	29	6	-1	0.3	-8	1	.	-0.1
11	O=C(CN1CCOCC1)N/N=C/C=C/c1ccccc1	2	0.0	14	-3	0	.	5	-6	.	i
12	CCOc1ccccc1N(CC(=O)N(C)Cc1ccccc1)S(=O)(=O)c1ccccc1	3	0.4	6	10	0	0.5	7	0	-1	.
13	COC(=O)c1ccc(Cn2nc(C)c(Br)c2C)cc1	3	2.6	3	-12	0	3.2	1	-1	-29	i
14	CCC1(CC)NC(=O)N(CC(=O)OCC(=O)NC(=O)c2ccccc2)C1=O	1	-2.2	-1	6	2	-0.4	1	3	-17	-0.2
15	Nc1nc(=S)[nH]c2c1C1(CCCC1)Cc1ccccc1-2	-6	1.6	13	6	-1	-1.3	-4	-2	9	.

Reformatted: 2 of the compounds above
8. O=C(NCc1ccco1)c1cccc(S(=O)(=O)N2CCOCC2)c1
- MazEF act = -4
- UGM FP inh = -1.4
- GDH-TPI inh = -12
- DUSP3 inh = 6
- Mtb FBA inh = 0
- Mtb BioA inh = -0.7
- Rv3671c inh = -1
- 3CLpro inhibitor = -1
- SSB-PriA inh = 2
- Vc quorum ag = i
9. O=C(O)c1cccc(N=NN2CCOCC2)c1
- MazEF act = 1
- UGM FP inh = 0.7
- GDH-TPI inh = 10
- DUSP3 inh = 8
- Mtb FBA inh = 5
- Mtb BioA inh = .
- Rv3671c inh = 7
- 3CLpro inhibitor = 1
- SSB-PriA inh = -10
- Vc quorum ag = -0.2

(continued)
No.	SMILES	MazEF act	UGM FP inh	GDH-TPI inh	DUSP3 inh	Mtb FBA inh	Mtb BioA inh	Rv3671c inh	3CLpro inhibitor	SSB-PriA inh	Vc quorum ag
16	CC(=O)Nc1ccc(NS(=O)(=O)c2ccc3[nH]c(=O)[nH]c3c2)cc1	1	0.0	2	40	4	-0.5	11	3	-4	-0.5
17	CCOc1ccccc1OCCCC(=O)Nc1cccc(S(=O)(=O)N2CCOCC2)c1	4	2.1	0	.	-1	-0.1	8	.	3	-2.1
18	OC(c1cccc(CN2CCCCC2)c1)c1ncc(-c2cccc(C(F)(F)F)c2)[nH]1 (centres undefined)	.	.	-2	.	-1	1.3	.	.	.	-0.5
19	Cc1ccc(-c2nc3ccccc3[nH]2)cc1NC(=O)c1sc2cc(Cl)ccc2c1Cl	-71	-1.9	22	21	1	.	-40	-2	-4	-0.3
20	CC(=O)c1c(C)[nH]c(C(=O)N(C)CC(=O)Nc2ccc(Cl)c(C(F)(F)F)c2)c1C	1	-2.6	-5	10	0	1.9	3	4	5	0.7
21	O=C(NNc1ccccc1[N+](=O)[O-])Nc1cccc(Cl)c1	-2	5.1	10	30	-1	.	1	5	5	i
22	CC(=O)c1ccc(-c2ccc(C(=O)NC3CC(C)(C)NC(C)(C)C3)o2)cc1	9	-0.8	44*	.	180*	31	3	.	17	-0.9
23	CC1(C)CN=C(c2ccccc2)NC1	10	.	3	.	-3	-2.0	.	.	-1	i
24	COCCN1C(=O)c2ccc(C(=O)NCc3ccco3)cc2C1=O	-8	-0.3	8	18	0	0.7	-11	2	-11	-1.0
25	CCC(Sc1nc(-c2ccccc2)c(C#N)c(=O)[nH]1)C(=O)Nc1nnc(C)s1 (centres undefined)	3	9.3	14	-4	2	0.9	0	3	-11	i
26	CCOC(=O)c1noc(C)c1C(=O)Nc1cccc(F)c1	-19	-1.2	1	13	1	-0.4	7	-4	-8	0.3
27	Cc1cc(C)n(-c2nc3ccccc3n3cnnc23)n1	4	-0.1	10	2	-2	0.9	-4	2	-5	-0.3
28	CCc1ccccc1NC(=O)CCc1c(C)nn(-c2ccc(N3CCOCC3)nn2)c1C	-2	-3.5	4	7	-1	-4.9	-2	-2	0	-0.4
29	COc1ccc(-n2nc(C(=O)NCC(=O)N3CCOCC3)c3ccccc3c2=O)c(OC)c1	7	-5.9	4	-15	2	.	7	2	-12	-0.3
30	OCCC1CN(CC2CCCCC2)CCN1CC1CCCCC1 (centres undefined)	-2	-0.6	3	18	1	-0.6	-1	0	-10	0.8
31	Cc1ccc(NC(=O)C2COc3ccccc3O2)c(C)c1 (centres undefined)	8	-0.7	-4	8	0	-0.1	7	3	-4	-1.5
32	Cc1nc(N/N=C/c2cccc(F)c2)cc(N2CCOCC2)n1	2	-2.4	25	16	0	-1.5	0	3	.	-0.8
33	Cc1ccccc1NC(=O)Cn1c(=O)n(-c2ccc(CC(=O)NCC3CCCO3)cc2)c(=O)c2ccccc21 (centres undefined)	2	0.0	-1	40	3	.	13	-5	-7	-0.3
34	S=C(NCCOCCOCCNC(=S)Nc1ccccc1)Nc1ccccc1	0	1.1	1	-2	0	0.6	6	-8	8	0.1
35	Cc1ccc(S(=O)(=O)n2ccnc2)cc1C	7	2.5	10	17	5	1.3	5	.	1	i
36	Cc1ccc(N2CCN(C(=O)Nc3cccc([N+](=O)[O-])c3)CC2C)cc1 (centres undefined)	7	-1.4	8	36	-2	1.2	7	-1	22	-0.5
37	Cc1nn2cc(-c3ccccc3)nc2[nH]c1=O	0	1.2	21	5	37*	.	-4	4	4	0.3
38	COc1ccc(Cn2nnnc2C(c2ccccn2)N2CCN(c3cc(Cl)ccc3C)CC2)cc1 (centres undefined)	-5	-3.5	2	-10	-3	-1.3	-4	5	-14	i
39	COc1cccc(/C(C)=N/NC(=O)c2cc(-c3cccnc3)nc3ccccc23)c1	0	1.0	10	21	0	.	-10	1	.	i
40	CCCN1CCN(C(=O)Cn2nc(C)n3c(cc4sccc43)c2=O)CC1	7	0.3	1	28	1	31	-4	-3	-6	0.1
41	N#Cc1nc(-c2ccc(OCc3ccccc3)cc2)oc1NCCN1CCOCC1	.	1.7	.	28	.	.	3	5	.	.
42	C=CCCC1(C)C(=O)N(c2ccccc2)c2ccccc21 (centres undefined)	-21	-1.4	8	39	4	.	18	2	-26	-2.6
43	N#Cc1ccc(C2=CC(=O)C[C@H](c3ccc4c(c3)OCO4)C2)cc1	3	1.6	4	.	0	1.2	1	.	13	i
44	O=C(NCc1cccc(C(F)(F)F)c1)c1ccc2sc([C@@H]3O[C@H](CO)[C@@H](O)[C@H]3O)nc2c1	.	.	5	.	-2	-1.7	.	.	.	-1.2
45	CC(C)c1ccc(OCCCCCN2CCOCC2)cc1	-2	-0.5	-3	-10	2	-0.6	0	-3	1	-0.6

Of the compounds above, 3 have a CF3 group.
No.	SMILES	MazEF act	UGM FP inh	GDH-TPI inh	DUSP3 inh	Mtb FBA inh	Mtb BioA inh	Rv3671c inh	3CLpro inhibitor	SSB-PriA inh	Vc quorum ag
18	OC(c1cccc(CN2CCCCC2)c1)c1ncc(-c2cccc(C(F)(F)F)c2)[nH]1 (centres undefined)	.	.	-2	.	-1	1.3	.	.	.	-0.5
20	CC(=O)c1c(C)[nH]c(C(=O)N(C)CC(=O)Nc2ccc(Cl)c(C(F)(F)F)c2)c1C	1	-2.6	-5	10	0	1.9	3	4	5	0.7
44	O=C(NCc1cccc(C(F)(F)F)c1)c1ccc2sc([C@@H]3O[C@H](CO)[C@@H](O)[C@H]3O)nc2c1	.	.	5	.	-2	-1.7	.	.	.	-1.2

In the list so far, these have a Cl atom:
No.	SMILES	MazEF act	UGM FP inh	GDH-TPI inh	DUSP3 inh	Mtb FBA inh	Mtb BioA inh	Rv3671c inh	3CLpro inhibitor	SSB-PriA inh	Vc quorum ag
19	Cc1ccc(-c2nc3ccccc3[nH]2)cc1NC(=O)c1sc2cc(Cl)ccc2c1Cl	-71	-1.9	22	21	1	.	-40	-2	-4	-0.3
20	CC(=O)c1c(C)[nH]c(C(=O)N(C)CC(=O)Nc2ccc(Cl)c(C(F)(F)F)c2)c1C	1	-2.6	-5	10	0	1.9	3	4	5	0.7
21	O=C(NNc1ccccc1[N+](=O)[O-])Nc1cccc(Cl)c1	-2	5.1	10	30	-1	.	1	5	5	i
38	COc1ccc(Cn2nnnc2C(c2ccccn2)N2CCN(c3cc(Cl)ccc3C)CC2)cc1 (centres undefined)	-5	-3.5	2	-10	-3	-1.3	-4	5	-14	i

(cont.)
No.	SMILES	MazEF act	UGM FP inh	GDH-TPI inh	DUSP3 inh	Mtb FBA inh	Mtb BioA inh	Rv3671c inh	3CLpro inhibitor	SSB-PriA inh	Vc quorum ag
46	Cc1c(N2C(=O)c3cccc4cccc(c34)C2=O)c(=O)n(-c2ccccc2)n1C	-7	-1.9	17	11	-4	.	0	3	-1	i
47	Cc1ccc(-n2c(=S)[nH]c3nc4c(cc3c2=O)COC(C)(C)C4)cc1	0	-1.1	8	-5	3	.	13	-2	-7	-0.4
48	COc1ccc(C2CC(C(F)(F)F)n3ncc(C(=O)O)c3N2)cc1OC (centres undefined)	0	-0.8	2	10	8	-0.1	3	-3	-13	-0.3
49	C/C(CC(=O)Nc1ccc(Cl)cc1Cl)=N\NC(N)=S	9	-0.2	21	5	0	.	-9	5	.	-0.4
50	Cc1ccc(Cl)c(NC(=O)COC(=O)CNS(=O)(=O)/C=C/c2ccccc2)c1Cl	1	.	2	-4	1	.	-10	4	0	i
51	CCN(CC)CCCn1c2c(c(SCC(=O)Nc3cc(OC)cc(OC)c3)nc1=O)CCC2	3	-1.4	3	.	1	0.5	5	.	2	i

Part of the list above, reduced to MazEF act, Rv3671c inh and Mtb FBA inh:
No.	SMILES	MazEF act	Rv3671c inh	Mtb FBA inh
47	Cc1ccc(-n2c(=S)[nH]c3nc4c(cc3c2=O)COC(C)(C)C4)cc1	0	13	3
48	COc1ccc(C2CC(C(F)(F)F)n3ncc(C(=O)O)c3N2)cc1OC (centres undefined)	0	3	8

Not all compounds are listed (hit frequency here may not be typical).
